TMEM16A inh – TMEM16A chloride channel inhibitors, primary screen, cell-based, HTS; Anoctamin-1 (Mus musculus), Q8BHY3; 310,000 compounds, 1.2% hits; AID 588511, 2011; normalized B-score (activity score, 25-100; higher = stronger inhibition) at 10 µM; HEK293 TMEM16A/YFP iodide influx fluorescence, ionomycin;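 active = ratio plate-corrected score three or more library SD toward inhibition, starting fluorescence score within five deviations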;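 note: score derived from kinetic fluorescence span divided by baseline fluorescence per well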
KCNQ1 act – potentiators or activators of KCNQ1 channel, primary screen, cell-based, thallium flux, high-throughput; AID 2648, 2010; CHO-K1 KCNQ1, thallium flux FluxOR fluorescence; hits give high values; B-score at 10 µM; Potassium voltage-gated channel subfamily KQT member 1 (Homo sapiens), P51787; 310,000 compounds, 0.35% hits;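 active = fluorescence ratio B-score, a plate-corrected score, at least three library SD, with initial intensity B-score within 5 SD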
Target sequence (P51787 whole entry, looked up): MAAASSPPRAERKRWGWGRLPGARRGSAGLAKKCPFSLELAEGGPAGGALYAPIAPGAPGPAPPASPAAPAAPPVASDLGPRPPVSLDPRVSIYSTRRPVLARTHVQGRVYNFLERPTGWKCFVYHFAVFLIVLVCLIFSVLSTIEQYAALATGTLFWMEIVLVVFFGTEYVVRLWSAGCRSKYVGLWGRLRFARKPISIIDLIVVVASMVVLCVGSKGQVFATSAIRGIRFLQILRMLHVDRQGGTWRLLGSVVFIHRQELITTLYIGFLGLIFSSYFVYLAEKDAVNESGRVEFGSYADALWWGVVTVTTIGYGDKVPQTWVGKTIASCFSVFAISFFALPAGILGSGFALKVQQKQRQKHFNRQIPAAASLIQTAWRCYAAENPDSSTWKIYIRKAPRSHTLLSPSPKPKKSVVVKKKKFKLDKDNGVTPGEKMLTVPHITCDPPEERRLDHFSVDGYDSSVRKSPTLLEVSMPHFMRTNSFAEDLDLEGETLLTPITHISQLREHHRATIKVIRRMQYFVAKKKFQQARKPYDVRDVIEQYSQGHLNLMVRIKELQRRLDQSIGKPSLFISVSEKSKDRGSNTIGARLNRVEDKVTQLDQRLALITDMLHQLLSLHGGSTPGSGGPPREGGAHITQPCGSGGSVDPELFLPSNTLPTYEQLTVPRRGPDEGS
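Assay system: CHO-K1 cells stably expressing KCNQ1; Medium: assay buffer with matched DMSO; Also added: K+/Tl+ depolarizing stimulus; Dosing: single dose; Timing: dye 90 min, compound 20 min, room temperature; Measured by: kinetic FluxOR thallium fluorescence, 10-s 1-Hz baseline, 110-s post-stimulus read; Read-out: peak-minus-minimum fluorescence over initial fluorescence, negative-control normalized, B-scored.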
RGS4 act – RGS4 potentiators or activators, primary screen, cell-based, HEK293 M3R inducible RGS4, calcium flux; carbachol calcium flux Fluo4; hits give low values; B-score at 10 µM; 310,000 compounds, 0.92% hits;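 active = B-score of the integrated calcium signal more than 4 SD below the library mean, with starting fluorescence not abnormally high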;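 note: negative B-score means reduced calcium response which marks RGS4 activation or potentiation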
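Material: M3R-expressing HEK293 line, RGS4 induced by doxycycline | Schedule: Overnight RGS4 induction, 30 min dye load 37 °C, 20 min compound RT | Measured by: Fluo4 fluorescence kinetic imaging of calcium | Read-out: Integrated calcium ratio converted to B score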
TMEM16A act – TMEM16A chloride channel activators or potentiators, primary screen, cell-based, HTS; Anoctamin-1 (Mus musculus), Q8BHY3; HEK293 TMEM16A/YFP-H148Q/I152L, iodide quench fluorescence; hits give low values; B-score at 10 µM; 340,000 compounds, 0.3% hits;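 active = fluorescence-ratio B-score plate-corrected deviation score at least 3 library SD below zero, with starting fluorescence score within 5 deviations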;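 note: channel opened by trigger with iodide after compound preincubation; score built on the fluorescence ratio of max minus min over baseline; more negative score means more quench and so TMEM16A activation or potentiation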
MrgX1 ag – agonists of human MrgX1 receptor, primary screen, HEK293 cells, Fluo-4 calcium flux | Fluo-4 calcium fluorescence, agonist mode; hits give high values | 310,000 compounds, 0.44% hits | AID 588627, 2011 | B-score at 10 µM;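 active = calcium response B-score plate-corrected fluorescence ratio at least 3 library SD, with starting fluorescence B-score inside 5 SD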
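Test system: HEK293 cells stably expressing human MrgX1 receptor; amount: 15,000 cells per well; doses: compound delivered in addition one of three; times: overnight plating before 1 h dye loading; detection: Fluo-4 NW calcium-flux fluorescence, kinetic read; read-out basis: B-scored fluorescence response ratio; controls: positive and negative controls per plate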
MrgX1 PAM – positive allosteric modulators of MrgX1, primary screen, HEK293 cells, Fluo-4 calcium flux; 310,000 compounds, 0.63% hits; AID 588675, 2011; B-score at 10 µM; FDSS; hits give high values;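 active = plate-corrected calcium response at least 3 library SD above typical, normal starting fluorescence, not activating the receptor alone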;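 note: compound read alongside a low EC10 to EC30 dose of BAM8-22 agonist; peak minus trough fluorescence over baseline measured at the second addition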
KCNQ1 block – inhibitors of human KCNQ1 channel, primary screen, cell-based, thallium flux, high-throughput; Potassium voltage-gated channel subfamily KQT member 1 (Homo sapiens), P51787; CHO-K1 KCNQ1, FluxOR thallium flux fluorescence; hits give high values; B-score at 10 µM; 310,000 compounds, 1.3% hits; AID 2642, 2010;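 active = compounds whose thallium flux B-score, printed positive for inhibition, exceeds three library SD while starting fluorescence stays within three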;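 note: channel opened by potassium depolarization with thallium stimulus after 20 min compound exposure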
KCNK3 block – human KCNK3 channel inhibitors, primary screen, CHO cells, FluxOR thallium flux, B-score; Potassium channel subfamily K member 3 (Homo sapiens), O14649; FluxOR fluorescence; hits give low values; B-score at 10 µM; 340,000 compounds, 0.84% hits;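 active = B-score under library mean minus 4 SD, starting fluorescence ratio at most library mean plus 5 SD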;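 note: more negative B-score means stronger inhibition of thallium flux through KCNK3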
RGS4 inh – RGS4 inhibitors, primary screen, cell-based, HEK293 M3R inducible RGS4, calcium flux; Fluo-4 calcium flux; hits give high values; triggered by carbachol at its EC20; B-score at 10 µM; 310,000 compounds, 0.45% hits; AID 463165, 2010;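 active = B-score, a plate-corrected calcium signal, over three deviations above library mean, with baseline fluorescence within five deviations of library mean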;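 note: RGS4 expression induced by doxycycline in cells with stable M3 receptor; B-score is computed from the integrated fluorescence ratio over baseline after carbachol; higher B-score means a larger calcium signal and so more RGS4 inhibition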
Target sequence (P49798 whole entry, looked up): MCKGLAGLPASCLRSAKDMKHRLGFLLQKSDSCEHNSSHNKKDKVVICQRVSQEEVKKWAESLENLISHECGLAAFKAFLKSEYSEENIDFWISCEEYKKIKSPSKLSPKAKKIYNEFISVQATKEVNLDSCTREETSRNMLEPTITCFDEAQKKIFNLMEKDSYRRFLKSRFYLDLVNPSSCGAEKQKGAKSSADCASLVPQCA
KCNK9 block – KCNK9 potassium channel inhibitors, primary screen, HEK293 cells, thallium flux | Potassium channel subfamily K member 9 (Homo sapiens), Q9NPC2 | FluxOR thallium flux fluorescence; hits give low values | B-score at 10 µM | 310,000 compounds, 1.2% hits | AID 488922, 2010;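 active = ratio B-score over 3 SD below the library mean, with starting fluorescence within 5 SD of its mean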;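 note: negative B-score means less thallium flux so channel inhibition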
hERG rescue – hERG rescue from dofetilide block, primary screen, cell-based, CHO-hERG, FluxOR thallium flux, dofetilide IC70; Voltage-gated inwardly rectifying potassium channel KCNH2 (Homo sapiens), Q12809; AID 1511, 2009; dofetilide IC70 present; activation (rescue from dofetilide block), less the hit threshold, % at 10 µM; 310,000 compounds, 0.51% hits;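 active = activation above the mean of controls blocked by dofetilide plus 5 SD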;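 note: thallium influx through hERG after potassium depolarization seen as dye fluorescence rise; in these data hits start at about 4.7%; inactives centre near -7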
Numbers without * were called inactive; i = inactive; . = no result given.

SMILES	TMEM16A inh	KCNQ1 act	RGS4 act	TMEM16A act	MrgX1 ag	MrgX1 PAM	KCNQ1 block	KCNK3 block	RGS4 inh	KCNK9 block	hERG rescue
COc1ccccc1NC(=O)c1oc2ccccc2c1NC(=O)c1cc(OC)c(OC)c(OC)c1	i	i	i	i	i	i	i	i	i	i	-5
Cc1nn(C)c(Cl)c1/C=N/OC(=O)c1ccccc1	i	i	i	i	i	i	i	i	i	i	-19
Cc1c(Br)c([N+](=O)[O-])nn1CC(=O)NCCc1c[nH]c2ccccc12	i	i	i	i	i	i	i	i	i	i	-17
Cc1ccc(CN2C(=O)[C@H]3Cc4c([nH]c5ccccc45)C(C)(C)N3C2=O)cc1	i	i	i	i	i	i	i	i	i	i	-5
O=C(c1cc(Cl)c(=O)n(Cc2ccc(Cl)cc2)c1)N1CCOCC1	i	i	i	i	i	i	i	i	i	i	-10
COc1ccc(/C=C/C(=O)NC(=S)Nc2ccc(N3CCN(C(C)=O)CC3)cc2)cc1	i	i	i	i	i	i	i	i	i	i	-1
CCOc1cc(C(=S)N2CCOCC2)ccc1OC(=O)/C=C/c1ccc(OC)c(OC)c1	i	i	i	i	i	i	i	i	i	i	-2
CCn1c(SC)nnc1-c1c[nH]c2ccccc12	i	i	i	i	i	i	i	i	i	i	-6
Cc1nc2cc(C(=O)OCC(=O)N(CC(C)C)C3CCS(=O)(=O)C3)ccc2n1-c1ccccc1 (configuration not stated)	i	i	i	i	i	i	i	i	i	i	-13
COc1ccccc1OCC(=O)Nc1sc2c(c1C(=O)NCC1CCCO1)CCC2 (configuration not stated)	i	i	i	i	i	i	i	i	i	i	-15
Cc1cccc(CC(=O)N2CCC(n3nccc3NC(=O)C3CC3)CC2)c1	i	i	i	i	i	i	i	i	i	i	-11
CCN(CC(=O)Nc1ccc(NC(C)=O)cc1)C(=O)/C=C/c1cn(Cc2ccccc2)nc1-c1cccnc1	i	i	i	i	i	i	i	i	i	i	-8
Cc1cc(C)n(C(=O)CNc2ccccc2Cl)n1	i	i	i	i	i	i	i	i	i	i	-2
O=C(NC12CC3CC(CC(C3)C1)C2)c1cccnc1	i	i	i	i	i	i	i	i	i	i	-15
Cc1cccc(NC(=S)NC(NC(=O)c2ccco2)C(Cl)(Cl)Cl)c1 (configuration not stated)	i	i	i	i	i	i	i	i	i	i	-8
CC(C)C[C@@H](C(=O)O)N(Cc1cccc(CN([C@@H](CC(C)C)C(=O)O)S(C)(=O)=O)c1)S(C)(=O)=O	i	i	i	i	i	i	i	i	i	i	4.7*
COc1ccc(C2c3[nH]c4ccccc4c3C[C@H]3C(=O)N(C4CCN(Cc5ccccc5)CC4)CC(=O)N23)cc1OC (some centres not stated)	i	i	i	i	i	i	i	i	i	i	-15
Cc1cccc(/C=N/NC(=O)CNc2cccc3ccccc23)n1	i	i	i	i	i	i	i	i	i	i	-12
COCCCN1C(=O)C(=O)/C(=C(/O)c2ccc(OC(C)C)c(C)c2)C1c1ccncc1 (configuration not stated)	i	i	i	i	i	i	i	i	i	i	-3
COc1ccccc1NS(=O)(=O)c1cccc(NC(=O)C2CC(=O)N(Cc3ccccc3)C2)c1 (configuration not stated)	i	i	i	i	i	i	i	i	i	i	-9
CC(C)CCNC(=O)c1ccc2c(Cl)c3c(nc2c1)CCC3	i	i	i	i	i	i	i	i	i	i	-4
O=C(NNC1=NS(=O)(=O)c2ccccc21)c1ccccc1Cl	i	i	i	i	i	i	i	i	i	i	-3
COCCNC(=O)C1c2cc(OC)c(OC)cc2C(=O)N(C)C1c1cccnc1 (configuration not stated)	i	i	i	i	i	i	i	i	i	i	-13
O=C(NCc1ccncc1)c1ccccc1Nc1ccc(SC(F)F)cc1	i	i	-8.9*	i	i	i	i	i	i	i	-2
CCOc1ccc(NC(=O)CN(C)C(=O)c2cc(-c3ccc(OC)cc3)nc3ccccc23)cc1OCC	i	i	-8*	i	i	i	i	i	i	i	-34
Next structures follow:
SMILES	TMEM16A inh	KCNQ1 act	RGS4 act	TMEM16A act	MrgX1 ag	MrgX1 PAM	KCNQ1 block	KCNK3 block	RGS4 inh	KCNK9 block	hERG rescue
CCCNC(=O)Cn1cnc2sc(C(=O)NCCN(CC)CC)c(C)c2c1=O	i	i	i	i	i	i	i	i	i	i	-8
CCc1ccc(OC(=O)/C=C/c2ccco2)cc1	i	i	i	i	i	i	i	i	i	i	-9
CCOC(=O)c1cc(-c2cc3ccccc3o2)nc2c1c(=O)[nH]c(=O)n2CCOC	i	i	i	i	i	i	i	i	i	i	-7
O=[N+]([O-])c1cc(S(=O)(=O)N2CCCC2)ccc1NCCc1ccccc1	i	i	i	i	i	i	i	i	i	i	-7
O=C(O)C1CCCCC1C(=O)Nc1ccc(Cl)cc1Cl (configuration not stated)	i	i	i	i	i	i	i	i	i	i	0
Nc1c(Cl)cc(Cl)cc1C(=O)OCC(=O)N1CCCC1	i	i	i	i	i	i	i	i	i	i	-12
CN1CCOc2ccc(S(=O)(=O)NCCc3ccc(Cl)cc3)cc21	i	i	i	i	i	i	i	i	i	i	-11
CCCCn1c(N)c(N(CC(C)C)C(=O)C2CC(=O)N(c3ccc(C)cc3)C2)c(=O)[nH]c1=O (configuration not stated)	i	i	i	i	i	i	i	i	i	i	-9
CCOC(=O)NC1(NCc2ccccc2)Oc2ccccc2O1	i	.	.	i	i	i	.	i	.	.	.
COc1ccc(N(CC(=O)N/N=C/c2ccccc2F)S(=O)(=O)c2ccccc2)cc1	i	i	i	i	i	i	i	i	i	i	1
COC(=O)c1ccc(S(N)(=O)=O)o1	i	i	i	i	i	i	i	i	i	i	-2
COc1ccc(N2CC(C(=O)N3CCC4(CC3)CC(=O)c3ccccc3O4)CC2=O)cc1 (configuration not stated)	i	i	i	i	i	i	i	i	i	i	-9
Cc1ccc(S(=O)(=O)NCCn2cnc([N+](=O)[O-])n2)cc1	i	i	i	i	i	i	i	i	i	i	-13
CCc1ccc(NC(=O)CCn2c(=O)c3cccn3c3ccccc32)cc1	i	i	i	i	i	i	i	i	i	i	-19
Cc1ccc(NC(=O)C(=O)NNC(=O)c2ccccc2C)cc1Cl	i	41*	i	i	i	i	i	i	i	i	46*
CCOc1ccc(CCNC(=O)c2nnn(CC(=O)Nc3ccccc3C)c2N)cc1OCC	i	i	i	i	i	i	i	i	i	i	-3
CCOc1ccc2oc(C(=O)OC(C(=O)NC(N)=O)C(C)C)c(C)c2c1 (configuration not stated)	i	i	i	i	i	i	i	i	i	i	-6
O=C(CCCOc1ccccc1)NCCc1ccccc1	i	i	i	i	i	i	i	i	i	i	-8
CCCC(=O)Nc1ccc(NC(=O)c2ccco2)c(OC)c1	i	i	i	i	i	i	i	i	i	i	-10
COc1cc(/C=N/NC(=O)c2ccc(Cl)c(S(N)(=O)=O)c2)ccc1OCC(N)=O	i	i	i	i	i	i	i	i	i	i	-11
CCOc1ccc(NC(=O)N2CCC(c3nc4ccccc4[nH]3)CC2)cc1	i	i	i	i	i	i	i	i	i	i	-10
CCN(CC(=O)NCc1ccc(Cl)cc1)C(=O)c1ccc(S(=O)(=O)NCc2ccco2)cc1	i	i	i	i	i	i	i	i	i	i	-9
Cc1ccc(S(=O)(=O)N2CCOCC2)cc1C(=O)OCC(=O)NC1CCS(=O)(=O)C1 (configuration not stated)	i	i	i	i	i	i	i	i	i	i	-5
C=CCOc1ccccc1CN1CCC(Oc2cc(C(=O)NC3CC3)ccc2OC)CC1	i	i	i	i	i	i	i	i	i	i	-11
N#CC(C(=O)c1ccco1)c1ccccn1 (configuration not stated)	i	i	i	i	i	i	i	i	i	i	-1
The results go on:
SMILES	TMEM16A inh	KCNQ1 act	RGS4 act	TMEM16A act	MrgX1 ag	MrgX1 PAM	KCNQ1 block	KCNK3 block	RGS4 inh	KCNK9 block	hERG rescue
CCCCCCOC(=O)C[N+](C)(C)CCOC1CC2CCC1(C)C2(C)C (configuration not stated)	i	i	i	i	i	i	9*	i	i	i	-29
O=S(=O)(Nc1ccc(S(=O)(=O)Nc2nccs2)cc1)c1ccc(Br)cc1	i	i	i	i	i	i	i	i	i	i	-4
COC(=O)/C(=C/Nc1ccccc1)[N+](=O)[O-]	i	i	i	i	i	i	i	i	i	i	-2
Cc1cnccc1CN(C)Cc1cn(C)nc1-c1cccc(Cl)c1	i	i	i	i	i	i	i	i	i	i	-11
CC(C)CNC(=O)CCc1c[nH]c2ccccc12	i	.	.	i	i	i	.	i	.	.	.
O=C(O)CSc1nnc2n(-c3ccccc3)c(=O)c3ccccc3n12	i	i	i	i	i	i	i	i	i	i	-2
O=C(c1ccncc1)N1N=C2CCCCCC2C1(O)C(F)(F)F (configuration not stated)	i	i	i	i	i	i	i	i	i	i	-12
O=C(Oc1cccc2c(O)cccc12)c1ccccc1	i	i	i	i	i	i	i	i	i	i	-7
COc1ccc(Cl)cc1NC(=O)CN(C)CC(=O)Nc1ccccc1-c1ccccc1	i	i	i	i	i	i	i	-9.7*	i	i	0
CN(C)c1cccc(C(=O)NCc2ccccc2Cl)c1	i	i	i	i	i	i	i	i	i	i	-11
CC1CCCCC1NC(=O)C1CCN(S(=O)(=O)c2cccc3nsnc23)CC1 (configuration not stated)	i	i	i	i	i	i	i	i	i	i	-1
CC(O)C1CCC2C3CC[C@H]4CC(O)CCC4(C)C3CC3(OCCO3)C12C (some centres not stated)	i	i	i	i	i	i	i	i	i	i	-8
